mcGAS MS inh: blocks mouse cGAS cGAMP production | Q8C6L5 | recombinant mouse cGAS, cGAMP by RapidFire MS | hit rate 0.18% among 130,000 | inhibition, % at 12.5 µM;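 active means inhibition of cGAS enzyme activity at or above 60%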;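 further: enzyme stimulated by 45 bp dsDNA with ATP and GTP substrates; cGAMP share of summed cGAMP plus half ATP and half GTP signals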
Target sequence (Q8C6L5 whole entry, looked up): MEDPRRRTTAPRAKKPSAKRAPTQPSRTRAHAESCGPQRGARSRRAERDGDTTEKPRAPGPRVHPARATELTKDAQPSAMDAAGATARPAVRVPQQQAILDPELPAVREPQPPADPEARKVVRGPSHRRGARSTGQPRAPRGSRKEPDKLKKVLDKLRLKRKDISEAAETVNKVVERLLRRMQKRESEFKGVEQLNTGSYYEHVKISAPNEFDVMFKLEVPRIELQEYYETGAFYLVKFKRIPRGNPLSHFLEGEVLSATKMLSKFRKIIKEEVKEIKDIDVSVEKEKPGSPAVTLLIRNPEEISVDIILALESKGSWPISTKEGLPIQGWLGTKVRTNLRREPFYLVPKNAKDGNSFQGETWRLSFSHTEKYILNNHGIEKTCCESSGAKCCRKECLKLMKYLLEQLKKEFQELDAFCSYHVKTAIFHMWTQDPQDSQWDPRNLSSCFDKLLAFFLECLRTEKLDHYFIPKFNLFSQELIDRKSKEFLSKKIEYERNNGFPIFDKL
Starred values were filed as active, the others as inactive; & = joins results of further samples. An excerpt (hit frequency here may not be typical).

structure: CN1CCN(CCC(=O)N2c3ccccc3Sc3ccc(C(F)(F)F)cc32)CC1
  mcGAS MS inh: 4.1

structure: CC1COc2c(N3CCN(C)CC3)c(F)cc3c(=O)c(C(=O)O)cn1c23 (configuration not stated)
  mcGAS MS inh: -4.7&2.8

structure: CN1CCN(C(c2ccccc2)c2ccccc2)CC1
  mcGAS MS inh: -5.4&10.5

structure: C[C@H]1[C@H](C)CC[C@]2(C(=O)O)CC[C@]3(C)C(=CCC4[C@@]5(C)C[C@@H](O)[C@H](O)[C@@](C)(CO)C5CC[C@]43C)[C@H]12 (some centres not stated)
  mcGAS MS inh: -8.7

structure: COCCCOc1cc(C[C@@H](C[C@H](N)[C@@H](O)C[C@H](C(=O)NCC(C)(C)C(N)=O)C(C)C)C(C)C)ccc1OC
  mcGAS MS inh: 2.6

structure: N[C@@H](CC(=O)Nc1ccc(Oc2cc(F)c(F)cc2Br)cc1)C(=O)O
  mcGAS MS inh: 0.9

structure: OC(C#CCN1CCCC1)(c1ccccc1)c1ccccc1
  mcGAS MS inh: -5.0

structure: CC(=O)Nc1ccc(C(=O)O)cc1
  mcGAS MS inh: 3.6

structure: O=C(O)c1ccc[n+]([O-])c1
  mcGAS MS inh: -6.7&15.4

structure: Cc1cc(-c2ccccc2)nnc1NCCN1CCOCC1
  mcGAS MS inh: -6.4&-0.8

structure: CC1=CC(=O)NS(=O)(=O)O1
  mcGAS MS inh: -2.5

structure: CC(=O)O[C@]1(C(C)=O)CCC2C3C=C(Cl)C4=CC(=O)[C@@H]5C[C@@H]5[C@]4(C)C3CC[C@@]21C (some centres not stated)
  mcGAS MS inh: -0.7

structure: COc1ccc(/C=C/C(=O)Nc2ccccc2C(=O)O)cc1OC
  mcGAS MS inh: 11.1

structure: CC12CCC(CC1)C(C)(C)O2
  mcGAS MS inh: -6.1

structure: CC(C(=O)O)c1ccc(C(=O)c2cccs2)cc1 (configuration not stated)
  mcGAS MS inh: 2.8

structure: CCN(CC)CCNC(=O)c1cc(Cl)c(N)cc1OC
  mcGAS MS inh: -4.4&-3.6&4.0

structure: O=C(CCNNC(=O)c1ccncc1)NCc1ccccc1
  mcGAS MS inh: 3.7&5.6

structure: CCCNC(C)C(=O)Nc1c(C)csc1C(=O)OC (configuration not stated)
  mcGAS MS inh: -4.7

structure: Cc1c(NC(=O)c2cccnc2)c(=O)n(-c2ccccc2)n1C
  mcGAS MS inh: -5.7

structure: OCCN1CCN(CCCN2c3ccccc3Sc3ccc(Cl)cc32)CC1
  mcGAS MS inh: -11.2&1.5

structure: COc1ccc(C(=O)NCc2ccc(OCCN(C)C)cc2)cc1OC
  mcGAS MS inh: -19.7&-5.2

structure: Cc1oc(=O)oc1CN1CCN(c2cc3c(cc2F)c(=O)c(C(=O)O)c2n3C(C)S2)CC1 (configuration not stated)
  mcGAS MS inh: -1.5&8.6

structure: C[C@@H]1CC2C3C[C@H](F)C4=CC(=O)C=C[C@]4(C)[C@@]3(F)[C@@H](O)C[C@]2(C)[C@@]1(O)C(=O)COC(=O)C(C)(C)C (some centres not stated)
  mcGAS MS inh: -4.7

structure: CCOC(=O)c1ccc(N)cc1
  mcGAS MS inh: -1.5

structure: Cc1cc(CC(C)CC(C)(C)C)n(O)c(=O)c1 (configuration not stated)
  mcGAS MS inh: -1.7

structure: CN1CCOC(c2ccccc2)c2ccccc2C1 (configuration not stated)
  mcGAS MS inh: -7.7

structure: C[C@H](CCC(=O)O)[C@H]1CCC2C3C(CC[C@@]21C)[C@@]1(C)CC[C@@H](O)C[C@H]1C[C@@H]3O (some centres not stated)
  mcGAS MS inh: -5.1

structure: CN(C)CCOC(C)(c1ccccc1)c1ccccn1 (configuration not stated)
  mcGAS MS inh: -4.5&-1.0&0.0

structure: O=C1CC2(CCCC2)CC(=O)N1
  mcGAS MS inh: -4.4

structure: COc1ccccc1N1CCN(CCCNc2cc(=O)n(C)c(=O)n2C)CC1
  mcGAS MS inh: -5.2&-1.1&0.0

structure: c1ccc(CN(CC2=NCCN2)c2ccccc2)cc1
  mcGAS MS inh: -1.0&6.9

structure: CC(COc1ccccc1)NC(C)C(O)c1ccc(O)cc1 (configuration not stated)
  mcGAS MS inh: 7.1

structure: CCCCNC(=O)[C@@H]1Cc2ccccc2N1C(=O)[C@@H](N)CC
  mcGAS MS inh: -11.7

structure: CC(=O)[C@H]1CCC2C3C[C@H](C)C4=CC(=O)CC[C@]4(C)C3[C@@H](O)C[C@@]21C (some centres not stated)
  mcGAS MS inh: -3.7

structure: O=C(c1ccc(F)cc1)C1CCN(CCn2c(=O)[nH]c3ccccc3c2=O)CC1
  mcGAS MS inh: -19.3&-1.1

structure: CC[N+](C)(CC)CCOC(=O)C(O)(c1ccccc1)C1CCCCC1 (configuration not stated)
  mcGAS MS inh: 0.3&6.8

structure: C=CC1=C(C(=O)O)N2C(=O)[C@@H](NC(=O)/C(=N/O)c3csc(N)n3)[C@H]2SC1
  mcGAS MS inh: 10.0

structure: CC1(C)O[C@H]2CC(=O)OC[C@]23[C@H]2CC[C@@]4(C)[C@H](c5ccoc5)OC(=O)[C@H]5O[C@]54[C@]2(C)C(=O)C[C@@H]13
  mcGAS MS inh: -0.2

structure: CCOc1ccc(C(=O)OCCN(CC)CC)cc1
  mcGAS MS inh: 0.2

structure: Oc1ccc(/C=C/c2cc(O)cc(O)c2)cc1
  mcGAS MS inh: -5.5&8.5

structure: Cc1ccc(CN2CCN(Cc3cccc4nccnc34)CC2CCO)cc1 (configuration not stated)
  mcGAS MS inh: -2.6

structure: CC(NC(=O)c1ccccc1N=Cc1c(O)ccc2ccccc12)c1ccccc1 (configuration not stated)
  mcGAS MS inh: 6.4

structure: COc1cc2c(cc1OC)C(=O)C(CC1CCN(Cc3ccccc3)CC1)C2 (configuration not stated)
  mcGAS MS inh: -12.9&-0.5

structure: CCC(C)n1ncn(-c2ccc(N3CCN(c4ccc(OCC5COC(Cn6cncn6)(c6ccc(Cl)cc6Cl)O5)cc4)CC3)cc2)c1=O (configuration not stated)
  mcGAS MS inh: 3.9

structure: CN1CCC(=C2c3ccccc3C=C(O)c3sccc32)CC1
  mcGAS MS inh: -5.6&-5.4&-3.8&-1.6

structure: CC(=O)c1ccc2c(c1)N(CCCN(C)C)c1ccccc1S2
  mcGAS MS inh: -6.7&4.0

structure: CC(C)C[C@@H](C(=O)N[C@H](C(=O)OC1CCCC1)c1ccccc1)[C@H](O)C(=O)NO
  mcGAS MS inh: -18.0

structure: Cc1cc(NS(=O)(=O)c2ccc(N)cc2)nc(C)n1
  mcGAS MS inh: -2.3

structure: Cn1c(=O)c2[nH]c(Br)nc2n(C)c1=O
  mcGAS MS inh: -6.4

structure: Cc1nc2ccccn2c(=O)c1CCN1CCC(C(=O)c2ccc(F)cc2)CC1
  mcGAS MS inh: -12.4&-9.4&-6.8

Molecules listed so far that have fluorine (7):
structure: CN1CCN(CCC(=O)N2c3ccccc3Sc3ccc(C(F)(F)F)cc32)CC1
  mcGAS MS inh: 4.1

structure: CC1COc2c(N3CCN(C)CC3)c(F)cc3c(=O)c(C(=O)O)cn1c23 (configuration not stated)
  mcGAS MS inh: -4.7&2.8

structure: N[C@@H](CC(=O)Nc1ccc(Oc2cc(F)c(F)cc2Br)cc1)C(=O)O
  mcGAS MS inh: 0.9

structure: Cc1oc(=O)oc1CN1CCN(c2cc3c(cc2F)c(=O)c(C(=O)O)c2n3C(C)S2)CC1 (configuration not stated)
  mcGAS MS inh: -1.5&8.6

structure: C[C@@H]1CC2C3C[C@H](F)C4=CC(=O)C=C[C@]4(C)[C@@]3(F)[C@@H](O)C[C@]2(C)[C@@]1(O)C(=O)COC(=O)C(C)(C)C (some centres not stated)
  mcGAS MS inh: -4.7

structure: O=C(c1ccc(F)cc1)C1CCN(CCn2c(=O)[nH]c3ccccc3c2=O)CC1
  mcGAS MS inh: -19.3&-1.1

structure: Cc1nc2ccccn2c(=O)c1CCN1CCC(C(=O)c2ccc(F)cc2)CC1
  mcGAS MS inh: -12.4&-9.4&-6.8

3 structures from above, ordered by length of the SMILES, falling:
structure: CC1(C)O[C@H]2CC(=O)OC[C@]23[C@H]2CC[C@@]4(C)[C@H](c5ccoc5)OC(=O)[C@H]5O[C@]54[C@]2(C)C(=O)C[C@@H]13
  mcGAS MS inh: -0.2

structure: CN1CCC(=C2c3ccccc3C=C(O)c3sccc32)CC1
  mcGAS MS inh: -5.6&-5.4&-3.8&-1.6

structure: CC(COc1ccccc1)NC(C)C(O)c1ccc(O)cc1 (configuration not stated)
  mcGAS MS inh: 7.1

A section of the results above, for reference:
structure: O=C(c1ccc(F)cc1)C1CCN(CCn2c(=O)[nH]c3ccccc3c2=O)CC1
  mcGAS MS inh: -19.3&-1.1

structure: CC[N+](C)(CC)CCOC(=O)C(O)(c1ccccc1)C1CCCCC1 (configuration not stated)
  mcGAS MS inh: 0.3&6.8

The list continues.
structure: CC(COc1ccccc1)NC(C)[C@H](O)c1ccc(O)cc1 (some centres not stated)
  mcGAS MS inh: -9.2&0.8

structure: C1CCC(C(CC2CCCCN2)C2CCCCC2)CC1 (configuration not stated)
  mcGAS MS inh: -5.1&5.0

structure: Cn1c(=O)c2c(ncn2CC2OCCO2)n(C)c1=O
  mcGAS MS inh: -13.4

structure: C=C[C@H]1CN2CC[C@H]1C[C@@H]2[C@@H](O)c1ccnc2ccc(OC)cc12
  mcGAS MS inh: -5.6&5.1&6.1

structure: O=c1cc(-c2ccc(O)cc2)oc2cc(O[C@@H]3O[C@H](CO)[C@@H](O)[C@H](O)[C@H]3O)cc(O)c12
  mcGAS MS inh: -10.1

structure: O=C1c2c(O)cccc2C(C2OC(CO)C(O)C(O)C2O)c2cc(CO)cc(O)c21 (configuration not stated)
  mcGAS MS inh: -9.4

structure: O=S(=O)(c1cccc2cnccc12)N1CCCNCC1
  mcGAS MS inh: -6.4

structure: c1ccc(CC2=NCCN2)cc1
  mcGAS MS inh: -5.1&-0.4&3.0

Source: PubChem
